# Bioassay records: PubChem BioAssay, National Center for Advancing Translational Sciences (NCATS)
# AMA1 RON2 block = disrupts binding of P. falciparum AMA1 to RON2. 360,000 tested, 0.2% active. AlphaScreen AMA1-biotinylated RON2 peptide binding. Potency, µM (highest dose often 58.2 µM), for the others: at the top dose activity change, negative = inhibition, most hits filed as inhibitors;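 further: potency means the concentration at half of the fitted maximal effect; 0% = vehicle wells and -100% = peptide control; nearly all actives have a fitted effect of over 45% in size; some results filed as inactive show a strong effect at the top dose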
#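 AMA1 (3D7) with his tag at 25 nM final met compounds first, then biotinylated RON2 peptide at 25 nM; detection used donor plus acceptor beads, 10 µg/mL apiece, read by AlphaScreen after 30 min at room temperature.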
# Sm TGR block = S. mansoni TGR enzyme inhibition | AID 485364 | Potency, µM (highest dose often 114 µM), for the others: at the highest dose activity change, negative = inhibition, hits mostly inhibitors | 360,000 tested, 3% active | purified TGR, DTNB reduction, TNB absorbance 405 nm | Q962Y6; further: potency means the concentration at half of the fitted maximal effect; nearly all actives have a fitted effect of over 60% in size
#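 Kinetic colorimetric format: TGR-catalysed, NADPH-driven DTNB reduction monitored via TNB absorbance. Enzyme dispensed at 20 nM; compound exposure 15 min at room temperature before reaction start.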
# Giardia FBPA inh = Giardia lamblia aldolase inhibition | 290,000 tested, 0.71% active | AID 2451 | A8B2U2 | purified Giardia FBPA | Potency, µM (highest dose often 59.6 µM), without a hit: at the highest dose activity, negative = inhibition, hits mostly inhibitors; further: potency means the concentration at half of the fitted maximal effect; nearly all actives have a fitted effect of over 55% in size
# Target sequence (A8B2U2 whole entry, looked up): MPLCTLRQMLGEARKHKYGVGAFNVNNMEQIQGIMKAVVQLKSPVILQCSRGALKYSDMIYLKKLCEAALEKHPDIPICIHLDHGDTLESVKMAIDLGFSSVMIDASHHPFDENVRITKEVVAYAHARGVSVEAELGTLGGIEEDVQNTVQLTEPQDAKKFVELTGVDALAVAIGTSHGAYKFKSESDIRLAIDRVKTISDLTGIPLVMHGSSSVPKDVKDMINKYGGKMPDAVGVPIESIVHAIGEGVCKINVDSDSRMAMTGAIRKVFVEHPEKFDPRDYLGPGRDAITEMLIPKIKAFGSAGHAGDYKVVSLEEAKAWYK
#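 40 nM FBPA preincubated 10 min at RT with compound (up to 57.5 uM final), then substrate plus GAPDH/TPI/NAD/arsenate coupling and diaphorase/resazurin added. Fluorescence read after 20 min at RT, 525/598 nm.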
# AmpC detergent = blocks E. coli AmpC beta-lactamase in detergent assay | P00811 | AmpC hydrolysis of nitrocefin, absorbance 480 nm, 0.01% Triton | Potency, µM (top dose mostly 114 µM), without a hit: at the highest dose activity change, negative = inhibition, usual class: inhibitors | 370,000 tested, 0.041% active;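 further: potency means the concentration at half of the fitted maximal effect; 0% = no-compound wells and -100% = no-enzyme wells; nearly all actives have a fitted effect of over 25% in size; some results filed as inactive show a strong effect at the top dose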
# Target sequence (P00811 whole entry, looked up): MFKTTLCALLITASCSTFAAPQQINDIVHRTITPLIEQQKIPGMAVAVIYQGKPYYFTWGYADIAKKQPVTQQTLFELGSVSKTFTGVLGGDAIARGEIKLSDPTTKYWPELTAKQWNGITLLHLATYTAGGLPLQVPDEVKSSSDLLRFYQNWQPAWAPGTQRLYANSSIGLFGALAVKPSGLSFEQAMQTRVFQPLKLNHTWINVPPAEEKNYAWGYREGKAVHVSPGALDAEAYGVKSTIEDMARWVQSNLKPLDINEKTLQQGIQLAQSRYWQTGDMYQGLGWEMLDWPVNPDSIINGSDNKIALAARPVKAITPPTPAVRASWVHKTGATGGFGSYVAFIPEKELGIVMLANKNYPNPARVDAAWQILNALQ
#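 AmpC (5.3 nM in the dispensed reagent) in 20 mM phosphate pH 7.0 with 0.01% (detergent screen) or 0.0001% Triton X-100 was preincubated with compounds for 15 min at room temperature. Nitrocefin was then added from an 800 uM solution, and hydrolysis was followed at 480 nm.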
# HCMV inh = inhibitors of human cytomegalovirus; HFF cells, HCMV-luciferase reporter, 72 h; stronger effect = lower value; activity change, negative = inhibition, % at 57.5 µM; 410,000 tested, 4.5% active; AID 1259415; in the data active means activity change below about -60%; inconclusive means no clear call, values can overlap the other calls; inactive means above about -39%
#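 Screen run at 2 compound doses on HFFs infected with reporter HCMV, MOI 1 PFU/cell. Luciferase activity from cell lysates at 72 h post infection gave inhibition relative to buffer-only and Salinomycin wells.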
# HCV inhibitor = HCV inhibition; Potency, µM (doses to about 41.8 µM), for the others: at the highest dose activity change, negative = inhibition, usual class: inhibitors; 340,000 tested, 3.4% active; Huh7.5.1 HCVcc-Cre infection, luciferase reporter, 44 h; AID 651820; further: potency means the concentration at half of the fitted maximal effect
#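 Infectious HCVcc-Cre (~0.5 moi) was added to cells just after compound, with cells seeded 4 h earlier at 1,000 per well. Luciferase activity after 44 h culture reported infection; substrate was incubated 15 min at room temperature before reading.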
# * marks the source's active call; other numbers are inactive results; ? = inconclusive; nt = no result given; & = joins results of further samples; [ ] = dose if it differs, or a comment. Unless noted, the call rests on the fitted dose curve; in most records, active means well fitted curve in the direction sought with a large enough effect; inconclusive means small, poorly fitted or top-dose-only effect, or another doubt; inactive means no such curve, though single readings can be large; an effect the other way counts as inactive or inconclusive. Unless noted, on the % scale 0 is the no-effect control and ±100 the full control effect.
# Every second line gives: AMA1 RON2 block, HCV inhibitor, AmpC detergent, HCMV inh, Sm TGR block, Giardia FBPA inh
> c1ccc(-n2ncc3c(NCc4cccnc4)ncnc32)cc1
→ -1%, ?, -4%, 13, 11%, -3%
> Cc1nn(C(=O)c2cccs2)c(N)c1-c1ccccc1
→ -15%, -14%, -9%, 38, -14%, 0%
> COc1ccc(CNC(=O)C2CCC(=O)N(CCCN3CCCC3=O)C2)cc1 (configuration not stated)
→ -8%, 4%, 1%, -15, -36%, nt
> OC(COc1ccc2ccccc2c1)Cn1ccnc1 (configuration not stated)
→ 1%, -4%, ?, -6, -16%, -2%
> CCOc1ccc(N2CC(NS(=O)(=O)c3cccs3)CC2=O)cc1 (configuration not stated)
→ 0%, -7%[8.37 µM], ?, -25, -24%, nt
> CC(=O)c1ccc(N(CC(=O)NC2CCCC2)C(=O)c2csnn2)cc1
→ 6%, -3%, -5%, 10, 0%, -7%
> Cc1cc(C)cc(NC(=O)c2c(C)nc3ccccn23)c1
→ 0%, -16%, -4%, ?, nt, -2%
> Cc1cc(C(=O)OCC(=O)NCCN2C(=O)CSC2=O)ccc1[N+](=O)[O-]
→ -2%, 3%, nt, 1, nt, nt
> CCC(C)N(C(=O)COC(=O)COc1c(C)cc(C)cc1C)C1CCS(=O)(=O)C1 (configuration not stated)
→ 9%, 8%, -21%, -25, -3%, nt
> COc1ccc(N(CC(=O)Nc2cccc([N+](=O)[O-])c2C)S(C)(=O)=O)cc1OC
→ 0%, 3%, ?, 53, -3%, 14%
> O=C(COC(=O)c1ccc[nH]c1=O)NC1CCCCC1
→ -1%, 8%, -1%, 0, 26%, -3%
> COC(=O)c1ccc(-c2ccc(/C=N/NC(=O)Cc3nnc(N)s3)o2)cc1
→ 28%, -5%, -3%, 20, -20%, -14%
> Cc1nnc2c(N3CCN(c4ccccc4F)CC3)nc3ccc(C(=O)c4ccccc4)cc3n12
→ nt, nt, 15%, ?, 1%, nt
> CCOC(=O)c1cc(C#N)c(Oc2ccccc2)nc1-c1ccccc1
→ 44%[activator], ?, 2%, -40, 19%, 2%
> CCc1cccc(C)c1NC(=O)C(CC)Sc1nc2ccncc2[nH]1 (configuration not stated)
→ nt, nt, 13%, 21, 2%, nt
> COc1ccc2nc(NC(=O)NC3CCCCC3)sc2c1
→ 6%, -6%, -2%, -10, 8%, 2%
> CC(C)Cc1cc(C(=O)N2CCCC(C(=O)c3cc(F)ccc3F)C2)n(C)n1 (configuration not stated)
→ 0%, ?, ?, -28, 5%, -6%
> Nc1cccc(-c2cn3cccnc3n2)c1
→ 18%, -4%, 3%, -2, -23%, 4%
> Cc1cc(NC(=O)CC2CCCC2)n(-c2nc3ccccc3[nH]2)n1
→ 5%, ?, -9%, -28, 22µM*, -13%
> N#CCCN(C(=O)COC(=O)c1ccc2c(=O)n3c(nc2c1)CCC3)c1ccc(F)cc1
→ 0%, -17%, -1%, -15, nt, 7%

# (continued)
# Every second line gives: AMA1 RON2 block, HCV inhibitor, AmpC detergent, HCMV inh, Sm TGR block, Giardia FBPA inh
> NC(=O)N/N=C/c1sc(N2CCCCC2)nc1-c1cccs1
→ 4%, ?, nt, 0, nt, nt
> Clc1nnc(N/N=C/c2ccccc2)c2ccccc12
→ 32%[activator], -1%, 3%, 191, 0%, -14%
> CCOC(=O)c1c(N)sc(C(=O)Nc2ccc3c(c2)OCO3)c1C
→ -14%, ?, -4%, -39, 3%, 0%
> CC(=O)N1CCC2(CC1)C/C(=N\NC(=S)Nc1ccccc1C)c1cc(O)ccc1O2
→ 64%[activator], ?, 8%, -5, -4%, -15%
> C[C@@H]1[C@H](O)C[C@@]23COC(=O)C2=CCC[C@@H]3[C@@]1(C)CC/C(=C/CO)CO
→ -2%, 20%, -13%, -8, -26%, nt
> CCOc1ccccc1C(=O)Nc1ccc(S(=O)(=O)N2CCN(C)CC2)cc1
→ -2%, -24%, -2%, -15, -10%, 11%
> COc1ccccc1N1CCN(CCCCN2C(=O)c3ccccc3C2=O)CC1
→ -1%, ?, nt, -102*, nt, -1%&6%
> CCOc1ccc(NC(=O)CSc2ncc3c(n2)-c2ccccc2N(C)S3(=O)=O)cc1
→ nt, nt, 1%, 1, 4%, nt
> O=C(NC12CC3CC(CC(C3)C1)C2)N(Cc1ccccc1)Cc1ccncc1
→ 0%, 0%, 4%, 20, 4%, 2%
> COc1ccc2[nH]cc(CCNC(C)=O)c2c1
→ 13%, ?, nt, -2, nt, 7%
> Cc1ccccc1NC(=O)c1ccc(CNS(=O)(=O)c2ccc3c(c2)C(C)(C)C(=O)N3C)cc1
→ nt, nt, 7%, 3, 8%, nt
> Cc1c(-c2ccccc2)nc2ccccc2c1C(=O)O
→ 10%, 14%, -23%, 20, 5%, -1%
> CC(C)c1ccc(N=C2NN=C(c3cccs3)CS2)cc1
→ 66%[activator], ?, ?, -1, 4%, -3%
> O=S(=O)(CCNCc1ccco1)NCc1ccccc1
→ 4%, -10%, nt, -5, nt, nt
> COc1cc2c(cc1OC)CN(C(=O)c1cccc(S(=O)(=O)N3CCc4ccccc43)c1)CC2
→ -5%[11.6 µM], ?, 3%, ?, -12%, nt
> Cc1ccc(N(C(=O)c2csnn2)C(C(=O)NC2CCCCC2)c2ccccn2)cc1 (configuration not stated)
→ 3%, -4%, 0%, -18, 4%, 9%
> Cc1ccc(S(=O)(=O)N(C)C2(C)CCS(=O)(=O)C2)cc1 (configuration not stated)
→ 21%, ?, 6%, 8, -7%, 0%
> CCOCCc1nn2c(=O)cc(COC(=O)c3ccccc3OC)nc2s1
→ nt, nt, 8%, -1, -4%, nt
> COc1ccc(S(=O)(=O)N2CCCCCC2)cc1C(=O)N(C)Cc1ccccc1F
→ 11%, -5%, -12%, -24, 7%, nt
> CC(C)OC(=O)Cn1nc(C(c2ccccc2)c2ccccc2)oc1=O
→ 12%, 1%, 4%, 6, -3%, 1%

# Next section.
# Every second line gives: AMA1 RON2 block, HCV inhibitor, AmpC detergent, HCMV inh, Sm TGR block, Giardia FBPA inh
> COc1ccc(NC(=O)/C=C\C(=O)N(c2ccc(C(C)C)cc2)C(C(=O)NCc2ccco2)c2ccc(C)cc2)cc1 (configuration not stated)
→ nt, nt, 12%, -11, 56µM*, nt
> CC(C)Cc1oc(C(=O)O)cc1CN1CCOCC1
→ 1%, 0%, -6%, -15, 0%, -6%
> CN(C)C1=NCCN1CCc1cccc(F)c1
→ 5%, 0%, -16%, -40, -12%, 9%
> CCOC(=O)Cn1c(=O)n(Cc2ccc(C)cc2)c(=O)c2cccnc21
→ 7%, 0.79µM*, -9%, 0, -2%, 2%
> CCc1cccc(NC(=O)COC(=O)c2cc(=O)c3ccccc3o2)c1
→ 27%, 0%, -16%, -37, -12%, nt
> CCN(CC)CCN(C(=O)c1ccc2c(c1)CCCC2)c1nc2ccc(OC)cc2s1
→ -14%, ?, 5%, -2, -20%, -19%
> COc1ccc(CCN2C(=O)CC(NNc3ccc([N+](=O)[O-])cc3)C2=O)cc1OC (configuration not stated)
→ 0%, -9%, 0%, 5, 27%, -15%
> CSc1ccc(CCNC(=O)CCc2c(C)nc3c(c(C)nn3-c3ccccc3)c2C)cc1
→ nt, nt, 22%, -2, 31%, nt
> O=C(OCc1cc(=O)n2nc(-c3cccs3)sc2n1)c1ccc(F)cc1
→ nt, nt, 0%, 9, 2%, nt
> NS(=O)(=O)c1ccc(S(=O)(=O)N(Cc2ccccc2F)CC2CCCO2)cc1 (configuration not stated)
→ 0%, 3%, -10%, 18, 0%, 0%
> CCOC(=O)SC1=N/C(=C\c2ccc(N(C)C)cc2)C(=O)S1
→ ?, 5%, 0%, 54, -20%, 4%
> Cc1cc(N)ccc1N1CCCC1
→ 16µM*, -9%, -3%, nt, 5µM*, ?
> CC(C(=O)N1CCCC1)N(C)CC(=O)Nc1cccc(F)c1 (configuration not stated)
→ 20%, 7%, 0%, ?, 8.9µM*, nt
> CC(C)c1noc(-c2ccccc2OCC(=O)Nc2ccc([N+](=O)[O-])cc2)n1
→ nt, nt, -3%, 9, -1%, nt
> O=C(Nc1cccc(-c2cn3ccccc3n2)c1)c1cccc(Cl)c1
→ -11%, 11µM*, -11%, -33, -1%, -2%
> CC1=NN(C(N)=S)C(=O)C1N=Nc1ccccc1C (configuration not stated)
→ 29%, 2%, 3%, -18, -6%, ?
> Cc1nn(C(=O)c2cc3sccc3[nH]2)c(C)c1C
→ -5%, -17%, 3%, 171, -1%, 0%
> COc1ccc(S(=O)(=O)/N=C2/NC(=O)/C(=C\c3ccco3)S2)cc1
→ 4%, 24%, -2%, -16, 45µM*, 6%
> CC(C)c1ccc(S(=O)(=O)Nc2ccc(N3CCOCC3)cc2)cc1
→ -19%, -12%, 1%, 10, 3%, 5%
> COCCn1c(=S)[nH]c2cc(C(=O)NCCCN3CCOCC3)ccc2c1=O
→ 55%[activator], -6%, ?, 18, -8%, -13%

# The list goes on; the last 3 above are carried over.
# Every second line gives: AMA1 RON2 block, HCV inhibitor, AmpC detergent, HCMV inh, Sm TGR block, Giardia FBPA inh
> COc1ccc(S(=O)(=O)/N=C2/NC(=O)/C(=C\c3ccco3)S2)cc1
→ 4%, 24%, -2%, -16, 45µM*, 6%
> CC(C)c1ccc(S(=O)(=O)Nc2ccc(N3CCOCC3)cc2)cc1
→ -19%, -12%, 1%, 10, 3%, 5%
> COCCn1c(=S)[nH]c2cc(C(=O)NCCCN3CCOCC3)ccc2c1=O
→ 55%[activator], -6%, ?, 18, -8%, -13%
> O=C(COC(=O)/C=C/c1cccs1)NC(c1ccccc1)c1ccccc1
→ -5%, ?, ?, -30, 4%, 5%
> Cn1c(-c2sc3cc(C(F)(F)F)cnc3c2-c2cccnc2)n[nH]c1=S
→ 51%[activator], -1%, 5%, -6, -4%, 0%
> CCS(=O)(=O)/N=C(\N)c1ccccc1
→ 10%, 3%, ?, 40, 4%, 8%
> Cn1c(=N)n(CC(=O)c2ccc(Br)s2)c2ccccc21
→ -13%, ?, 1%, 6, -25%, 1%
> CNC(=S)N1N=C(c2ccccc2)CC1c1ccc(Br)cc1 (configuration not stated)
→ -12%, ?, -19%, -10, 7%, 4%
> CNC(=O)Nc1cccc(-c2cc(-c3c(Cl)cccc3Cl)no2)c1
→ -14%, -24%, -2%, -74*, 2%, 3%
> COCc1cc(C)n(CC(=O)NCc2ccccc2)c(=O)c1C#N
→ 19%, 0%, ?, -15, nt, 2%

# Whole records, looked up by structure.
# Cn1c(=N)n(CC(=O)c2ccc(Br)s2)c2ccccc21 in the list: AMA1 RON2 block = -13%; HCV inhibitor = ?; AmpC detergent = 1%; HCMV inh = 6; Sm TGR block = -25%; Giardia FBPA inh = 1%
# Cn1c(-c2sc3cc(C(F)(F)F)cnc3c2-c2cccnc2)n[nH]c1=S in the list: AMA1 RON2 block = 51%[activator]; HCV inhibitor = -1%; AmpC detergent = 5%; HCMV inh = -6; Sm TGR block = -4%; Giardia FBPA inh = 0%
